# PLK1 PBD block = qHTS for Inhibitors of PLK1-PDB (polo-like kinase 1 - polo-box domain): Primary Screen; Serine/threonine-protein kinase PLK1 (Homo sapiens), P53350; Plk1 PBD binding of FITC phosphopeptide, fluorescence polarization; Potency, µM, for inactives: max response, negative = inhibition, most hits filed as inhibitors; 360,000 tested, 2.8% active; AID 720504, 2013; further: potency means the concentration at half of the fitted maximal effect; series mostly up to about 57 µM; on the % scale 0 is the no-effect control and ±100 the full control effect; nearly all actives have a fitted effect of over 65% in size
# EPAC1 agonist = qHTS for Agonist of cAMP-regulated guanine nucleotide exchange factor 3 (EPAC1): primary screen; Rap guanine nucleotide exchange factor 3 (Homo sapiens), O95398; EPAC1 agonist qHTS, biochemical assay; response scale: 100% = response to 6.5 mM cAMP; Potency, µM (series often up to 154 µM), for inactives: at the top dose activation, hits mostly activators; 360,000 tested, 0.073% active; AID 720707, 2013; further: potency means the concentration at half of the fitted maximal effect; nearly all actives have a fitted effect of over 60% in size
# Target sequence (O95398 whole entry, looked up): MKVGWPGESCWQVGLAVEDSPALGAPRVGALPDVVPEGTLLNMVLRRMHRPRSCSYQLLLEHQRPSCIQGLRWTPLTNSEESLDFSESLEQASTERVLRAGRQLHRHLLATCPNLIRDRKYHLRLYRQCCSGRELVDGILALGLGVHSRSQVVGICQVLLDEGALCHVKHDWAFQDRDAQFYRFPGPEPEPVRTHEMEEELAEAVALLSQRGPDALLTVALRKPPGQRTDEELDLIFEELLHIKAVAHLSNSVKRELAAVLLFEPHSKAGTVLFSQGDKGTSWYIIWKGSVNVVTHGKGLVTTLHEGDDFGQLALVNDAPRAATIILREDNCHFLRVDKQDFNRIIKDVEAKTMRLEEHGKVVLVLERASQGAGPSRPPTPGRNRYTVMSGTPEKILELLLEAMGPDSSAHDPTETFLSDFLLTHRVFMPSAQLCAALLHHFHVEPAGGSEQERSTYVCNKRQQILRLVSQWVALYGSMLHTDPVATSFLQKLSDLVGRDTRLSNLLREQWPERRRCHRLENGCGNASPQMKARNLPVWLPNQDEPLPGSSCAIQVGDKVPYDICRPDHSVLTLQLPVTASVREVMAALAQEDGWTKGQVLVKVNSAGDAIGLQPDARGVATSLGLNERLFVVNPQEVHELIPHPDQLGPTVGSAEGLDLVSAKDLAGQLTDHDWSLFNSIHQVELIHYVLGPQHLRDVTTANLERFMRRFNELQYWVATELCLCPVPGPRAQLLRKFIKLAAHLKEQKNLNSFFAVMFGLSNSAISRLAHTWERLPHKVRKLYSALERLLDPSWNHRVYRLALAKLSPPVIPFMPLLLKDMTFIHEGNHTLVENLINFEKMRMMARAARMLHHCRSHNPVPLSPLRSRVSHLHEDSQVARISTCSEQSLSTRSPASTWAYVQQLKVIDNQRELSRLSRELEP
#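 EPAC1 100 nM, Rap1B–BODIPY-GDP 250 nM, unlabeled GDP 50 uM; compound titration; 5 min RT; kinetic read ex480/em540 at 5-min intervals ×30 min; data normalized to 6.5 mM cAMP agonist control.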
# EPAC1 antagonist = qHTS for Antagonist of cAMP-regulated guanine nucleotide exchange factor 3 (EPAC1): primary screen; EPAC1 GEF assay, Rap1b-BODIPY-GDP exchange fluorescence; AID 720709, 2013; Potency, µM (top dose mostly 115 µM), inactives show top-dose activity change, negative = inhibition, hits mostly inhibitors; 360,000 tested, 0.14% active; Rap guanine nucleotide exchange factor 3 (Homo sapiens), O95398;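 further: potency means the concentration at half of the fitted maximal effect; plate controls were vehicle for no effect and positive control for full effect; nearly all actives have a fitted effect of over 50% in size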
# PI5P4Ka inh = qHTS for Inhibitors of phosphatidylinositol 5-phosphate 4-kinase (PI5P4K). Phosphatidylinositol 5-phosphate 4-kinase type-2 alpha (Homo sapiens), P48426. PI5P4Kalpha enzyme, ADP-Glo luminescence, 60 min; hits give low values. max response, %. 330,000 tested, 1.2% active. AID 652105, 2013; active means max response of -50% or lower; inconclusive means between -30% and -50%; inactive means -30% or higher; further: value at the top dose of about 77 µM; on the % scale 0 is the no-effect control and ±100 the full control effect
#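 ADP-Glo luminescence end-point after a 60 min room-temperature kinase reaction. PI5P4Kalpha and substrate in HEPES pH 7.4 buffer with EGTA, 0.1% CHAPS and 5% DMSO; ATP at 5 microM final.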
# FUS yeast rescue = qHTS for Suppressors of FUS Proteinopathy: Primary screen using FUS-linked yeast assay; S. cerevisiae FUS-expressing, growth rescue, OD600, 24 h; Potency, µM (series often up to 76.6 µM), inactives show at the highest dose growth rescue (activation), usual class: activators; 390,000 tested, 0.24% active; AID 1347120, 2019;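 further: potency means the concentration at half of the fitted maximal effect; plate controls were DMSO vehicle for no effect and reference control for full effect; nearly all actives have a fitted effect of over 55% in size; some results filed as inactive show a strong effect at the top dose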
#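 S. cerevisiae expressing FUS from galactose induction served as the toxicity model. Growth after 24hr at 30C, read as absorbance at 600 nm, indicates suppression of toxicity; compounds dosed at several concentrations.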
# aSyn yeast inh = qHTS of alpha-syn Inhibitors. Yeast expressing alpha-synuclein, growth rescue, BacTiter-Glo, 24 h. Potency, µM (doses to about 46.1 µM), without a hit: top-dose growth rescue (activation), actives largely listed as activators. 370,000 tested, 0.14% active; further: potency means the concentration at half of the fitted maximal effect; % of control where 0% means no effect; nearly all actives have a fitted effect of over 65% in size
#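 Readout is rescue of growth in alpha-synuclein-expressing yeast, so inhibitors of toxicity appear as activators. Growth after 24 hr at 30 deg C in galactose medium is quantified by luminescence.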
# WRN helicase inh = qHTS for Inhibitors of WRN Helicase. 360,000 tested, 0.46% active. Potency, µM (top dose mostly 114 µM), inactives show at the top dose activity change, negative = inhibition, usual class: inhibitors. WRN helicase unwinding, fluorescent forked duplex, kinetic; further: potency means the concentration at half of the fitted maximal effect; on the % scale 0 is the no-effect control and ±100 the full control effect; nearly all actives have a fitted effect of over 55% in size
#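 Kinetic fluorescence helicase assay: unwinding of a quenched forked DNA duplex (100 nM final) with 2 mM ATP final raises red fluorescence (525/598 nm). Compounds sat 15 min at room temperature with 20 nM WRN beforehand.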
# Abeta rescue = qHTS for compounds that reverse cellular toxicity of Amyloid beta (A-beta) peptide in yeast: Primary Screen; AID 1347071, 2019; 410,000 tested, 0.063% active; yeast expressing A-beta42, growth rescue, OD600, 48 h; response scale: 0% DMSO, 100% iron-clioquinol control; Potency, µM (top dose mostly 46.1 µM), for the others: at the highest dose growth rescue, usual class: activators; further: potency means the concentration at half of the fitted maximal effect; nearly all actives have a fitted effect of over 55% in size
#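 Growth rescue measured by 600 nm absorbance after 48 h yeast culture at 30 C with compound. Values normalized between DMSO and an equimolar ferric chloride plus clioquinol control.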
# IL2 activator = qHTS of IL-2 Activators | activation, % (series mostly up to about 46 µM) | 360,000 tested, 0.065% active | AID 652025, 2013 | IL-2 activation reporter assay, cell-based qHTS; stimulated with anti-CD3/CD4/CD28 beads; in transgenic mouse T cells; in the data active means activation above about 50%; inconclusive means mostly about 30% to 49%; further: 0% is about no effect
#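 Quantitative HTS in unstimulated transgenic mouse T cells, with memory T cells as non-tolerant control and PMA/ionomycin as tolerance-bypass control. Compound pretreatment lasted 60 minutes before 18 h bead stimulation; EGFP/DsRed fluorescence read.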
# An asterisk follows results filed as active; ? = inconclusive; . = no result given; & = joins results of further samples; [ ] = dose if it differs, or a comment. Unless noted, the call rests on the fitted dose curve; in most records, active means well fitted curve in the direction sought with a large enough effect; inconclusive means small, poorly fitted or top-dose-only effect, or another doubt; inactive means no such curve, though single readings can be large; an effect the other way counts as inactive or inconclusive.
SMILES,PLK1 PBD block,EPAC1 agonist,EPAC1 antagonist,PI5P4Ka inh,FUS yeast rescue,aSyn yeast inh,WRN helicase inh,Abeta rescue,IL2 activator
CC(C)CC(NC(=O)C1CCC(=O)N1)C(=O)NC(CC(C)C)C(=O)N1CCCC1C(N)=O (stereo not drawn),0%,1%,-5%,3,-4%,-4%,9%,1%,-0.5
COc1ccc(S(=O)(=O)N2CCCCCC2)cc1C(=O)Nc1cccc(C)n1,-1%,7%,-12%,12,.,1%,?,6%,-4.9
COc1ccc2c(COC(=O)[C@H](C)NS(=O)(=O)c3ccccc3F)cc(=O)oc2c1,-2%,-1%,-12%,-23,?,5%,-31%,7%,-0.1
CC(=O)N(c1cccc(Br)c1)c1nc(C)cc(C)c1C#N,5%,-1%,14%,-4,-7%,7%,6%,6%,-1.2
COc1cccc(C2C3=C(CC(C)(C)CC3=O)Nc3cc(OC)c(OC)cc32)c1 (stereo not drawn),-8%,8%,-1%,-1,2%,4%,0%,7%,1.3
COc1cc(N)ccc1NC(=O)c1cc2ccccc2o1,-4%,8%,-6%,-3,2%,-2%,1%,-4%,0.4
CCOC(=O)c1c(NC(=O)C(=O)N/N=C/c2ccc(O)c(OC)c2)sc2c1CCCCC2,-2%,-19%,10%,-15,14%,7%,-7%,-9%,-0.8
Cc1cc(C)n(-c2nc(SCCN(C)C)c3c4c(sc3n2)CCCC4)n1,2%,-3%,-3%,.,24%,4%,41%[activator],14%,-4.0
Brc1ccc(-c2csc(N/N=C/c3ccco3)n2)cc1,-2%,-2%,-21%,-3,14%,-26%,-1%,3%,-2.1
COc1ccc(S(=O)(=O)Nc2cccc3c2O[C@@H](CN(C)Cc2ccc(C(=O)O)cc2)[C@@H](C)CN([C@H](C)CO)C3=O)cc1,-8%,-13%,-4%,3,4%,3%,1%,4%,0.1
O=C(CN1CCC(n2nnc3cc(F)ccc32)CC1)NCc1ccco1,-10%,9%,-2%,.,41%,-4%,-12%,7%,-0.6
Cc1ccc(O)c(C(CC(=O)N2CCCC2)c2ccccc2)c1 (stereo not drawn),-2%,-9%,-13%,1,.,4%,-9%,10%,-0.5
O=C(CSc1ccccc1F)NC1CCS(=O)(=O)C1 (stereo not drawn),-3%,-1%,13%,1,-4%,10%,-3%,-1%,0.0
COc1ccc(CCNC(=O)C23CCC(C)(C(=O)C2=O)C3(C)C)cc1OC (stereo not drawn),-10%,1%,3%,0,1%,-5%,-6%,-4%,-0.4
CCCNc1nc2ccccc2c(=O)[nH]1,-9%,2%,2%,0,-4%,8%,10%,18%,0.2
Cc1ccc(-c2cc(-c3ccccc3O)nc(N/N=C/c3cccnc3)n2)cc1,-1%,-4%,2%,.,13%,8%,-5%,-82%[inhibitor],-0.5
O=C(OCC(=O)N(C1CCCCC1)C1CCCCC1)c1ccc(O)cc1,-8%,10%,21%,2,-11%,4%,9%,-3%,-0.2
CCc1nc2ccc(C(=O)N3CCN(S(=O)(=O)CC)CC3)cn2c1N(CC)C(=O)NCCc1ccccc1,1%,-15%,-14%,4,-20%,-4%,-1%,-16%,4.8
CC(C)N1CCC(N2CCN(C3CCCC3)CC2CCO)CC1 (stereo not drawn),-4%,-12%,4%,2,-20%,-4%,9%[57.1 µM],-12%,-0.3
O=C(NCc1ccc2c(c1)OCO2)c1cc(-c2cc(Cl)ccc2O)n[nH]1,5%,3%,14%,0,-9%,-2%,0%,-1%,-0.3
CCOc1ccccc1N1CCN(C(=O)NC(C)c2ccc(F)c(F)c2)CC1 (stereo not drawn),3%,1%,-18%,2,6%,2%,-2%,-4%,1.0
Cc1ccc(S(=O)(=O)N2CCC(C)CC2)c([N+](=O)[O-])c1,24µM*,4%,-28%,-1,-4%,14%,12%[57.1 µM],0%,2.5
NC(=O)c1nsc(C(=O)N(c2ccc3c(c2)OCO3)C(C(=O)NCC2CCCO2)c2ccc(F)cc2)c1N (stereo not drawn),-12%,-11%,3%,-15,-5%,0%,9%,-12%,-4.2
CCOC(=O)Cn1c(=O)oc2cc(S(=O)(=O)N3CCc4ccccc43)ccc21,4%,-16%,1%,0,30%,2%,-2%,13%,-2.6
O=C(COC(=O)CSc1ccc(Cl)cc1)NCCc1ccccc1,1%,1%,-20%,10,-3%,1%,-6%,-6%,-4.1

# Rewritten field by field: entries from further up.
COc1cccc(C2C3=C(CC(C)(C)CC3=O)Nc3cc(OC)c(OC)cc32)c1 (stereo not drawn)
  PLK1 PBD block: -8%	EPAC1 agonist: 8%	EPAC1 antagonist: -1%	PI5P4Ka inh: -1	FUS yeast rescue: 2%	aSyn yeast inh: 4%	WRN helicase inh: 0%	Abeta rescue: 7%	IL2 activator: 1.3

COc1cc(N)ccc1NC(=O)c1cc2ccccc2o1
  PLK1 PBD block: -4%	EPAC1 agonist: 8%	EPAC1 antagonist: -6%	PI5P4Ka inh: -3	FUS yeast rescue: 2%	aSyn yeast inh: -2%	WRN helicase inh: 1%	Abeta rescue: -4%	IL2 activator: 0.4

CCOC(=O)c1c(NC(=O)C(=O)N/N=C/c2ccc(O)c(OC)c2)sc2c1CCCCC2
  PLK1 PBD block: -2%	EPAC1 agonist: -19%	EPAC1 antagonist: 10%	PI5P4Ka inh: -15	FUS yeast rescue: 14%	aSyn yeast inh: 7%	WRN helicase inh: -7%	Abeta rescue: -9%	IL2 activator: -0.8

# (more compounds)
SMILES,PLK1 PBD block,EPAC1 agonist,EPAC1 antagonist,PI5P4Ka inh,FUS yeast rescue,aSyn yeast inh,WRN helicase inh,Abeta rescue,IL2 activator
CS(=O)(=O)N1CCN(C(=O)c2ccc(Br)s2)CC1,1%,-2%,10%,.,19%,2%,5%,-10%,-0.4
CCc1nnc(NC(=O)c2c(C)nn(-c3ccccc3)c2Cl)s1,-8%,13%,15%,.,33%,0%,2%,-26%,1.9
O=C(OCc1ccccn1)C1CCN(C(=O)c2ccc(Cl)cc2)CC1,-3%,7%,0%,6,-10%,1%,-1%,-2%,0.0
O=C(Cn1nc(CNc2ccc(Cl)cc2)[n+]2c1CCCCC2)c1ccccc1,-6%,-7%,-7%,-1,11%,0%,1%,10%,0.0
CCCC(=O)NNC(=O)CCC(=O)NCc1ccccc1,-11%,4%,15%,.,16%,0%,3%,6%,-1.8
CCOC(=O)N1CCN(C(=O)C[C@@H]2C[C@@]3(C(=O)OCC)CCCC=C3N(CCc3ccc(OC)c(OC)c3)C2=O)CC1,6%,-1%,-5%,0,?,2%,-5%,0%,1.5
Cc1ccccc1OCC(=O)OCC(=O)NCc1ccccc1,1%,12%,-4%,4,-7%,13%,-5%,1%,2.5
Cc1ccc(NC(=O)c2ccc3snnc3c2)cc1C,-2%,0%,-23%,3,-5%&-16%,5%&2%,-3%,2%&-23%,-0.1
O=C(OCC(=O)N1CCC(Cc2ccccc2)CC1)c1cc(Br)ccc1O,1%,-4%,0%,2,-2%,4%,-5%,-7%,0.7
COc1cc(CNCc2cc(OC)ccc2OC)cc(OC)c1,8%,0%,-1%,1,-20%,1%,7%,11%,3.1
COc1ccc(CCN2C(=O)c3cccnc3C2=O)cc1OC,-4%,2%,-10%,-2,14%,-4%,-15%,-2%,-1.2
COc1ccc(-c2noc(CCC(=O)NCC3CCCO3)n2)cc1 (stereo not drawn),-3%,11%,9%,11,-19%,3%,-5%,-4%,-0.5
Cc1cc(C)cc(NC(=O)N2CCNC(=O)C2CC(=O)Nc2cc(Cl)ccc2Cl)c1 (stereo not drawn),4%,-28%,-6%,5,19%,0%,-4%,19%,-0.1
O=C(NCCc1ccccc1)c1ccc(Cl)nc1,-7%,7%,6%,5,2%,-11%,6%,-7%,5.7
CC1(C)OC(=O)C2=C(C[C@@H](CCOCc3ccccc3)O[C@@H]2c2ccc(F)cc2)O1,-3%,-14%,-7%,-1,28%,13%,-1%,-11%,-1.1
Clc1ccccc1N/N=C/c1ccc2c(c1)OCO2,-9%,13%,2%,-2,8%,-20%,-2%,-29%,-2.6
C#CCOCCOCCOCCNc1nc(N2CCN(C(=O)[C@H]([C@@H](C)CC)n3cc([C@@H](N)CC(C)C)nn3)CC2)nc(N2CCN(C(=O)[C@H](Cc3ccc(O)cc3)n3cc([C@@H](N)C(C)CC)nn3)CC2)n1 (stereo partly drawn),-14%,-2%,-13%,2,?,-1%,0%,2%,-0.4
Cc1c(-c2ccc(Cl)cc2Cl)nc2ccccc2c1C(=O)NCCN1CCOCC1,-8%,-7%,0%,5,15%,0%,-28%,5%,0.2
O=C(CN1CCc2ccccc21)NC(=O)NC1CCCCC1,-7%,-6%,-12%,0,1%,7%,-7%,14%,-0.3
Cc1cc(Nc2ccc(Br)cc2)n2nc(C)nc2n1,1%,-7%,-27%,-1,-20%,6%,2%,15%,-0.3
C=CC[n+]1ccn(-c2nc3ccccc3nc2[N-]S(=O)(=O)c2cccs2)c1,-9%,7%,6%,-2,6%,-4%,5%,-6%,-2.4
O=C(O)c1ccc(NC2=Nc3cccc4cccc2c34)cc1,38µM*,3%,-10%,?,16%,0%,6%,-10%,-0.7
COc1ccccc1NCC(=O)NNC(C)C(=O)Nc1cccc(Cl)c1 (stereo not drawn),-15%,15%,-5%,1,15%,0%,-1%,16%,1.0
O=C(CSc1nc2ccccc2c(=O)n1Cc1ccccc1)Nc1ccc(Br)cc1C(=O)O,11µM*,-6%,-28%,-75*,26%,-1%,2%[11.6 µM],7%,1.2
COc1cc(/C=C/CN2CCC(C(=O)NC(c3ccc(F)cc3)c3ccc4ccccc4n3)CC2)ccc1OC(C)=O (stereo not drawn),-12%,-5%,-28%,2,?,-18%,-11%,1%,-0.8

# An unsorted share of the library (roughly 4.1% active in at least one column).
